TCR CD3 inh: inhibitors of human TCR-CD3 interaction | inhibition, % at 9.4 µM | hit rate 0.37% among 360,000 | AID 651800 | TAMRA-labeled TCR probe fluorescence, biochemical; in the data active = inhibition above about 19%;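 also: recombinant mutant TCR 2C K166C tagged with TAMRA read by polarization; 0% = receptor in buffer alone and 100% = receptor with positive control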
PRMT1 FP inh: blocks human protein arginine methyltransferase 1; hit rate 1.3% among 370,000; Q99873; recombinant PRMT1, activity-based probe fluorescence polarization; inhibition, % at 2.79 µM;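 active = inhibition above about 21% made by adding two undisclosed values, limit read from the data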
Target sequence (Q99873 whole entry, looked up): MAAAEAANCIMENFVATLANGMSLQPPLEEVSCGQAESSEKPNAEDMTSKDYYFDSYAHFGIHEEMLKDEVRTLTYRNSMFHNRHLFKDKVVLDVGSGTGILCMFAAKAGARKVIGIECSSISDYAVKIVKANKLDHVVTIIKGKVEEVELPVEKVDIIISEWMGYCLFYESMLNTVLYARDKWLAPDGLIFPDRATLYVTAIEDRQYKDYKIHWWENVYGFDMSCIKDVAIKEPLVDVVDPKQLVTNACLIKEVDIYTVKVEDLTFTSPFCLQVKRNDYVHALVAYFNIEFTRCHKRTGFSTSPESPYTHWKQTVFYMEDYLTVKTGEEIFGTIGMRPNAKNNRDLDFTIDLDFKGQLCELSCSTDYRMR
MBD2 inh: MBD2-methylated oligo binding inhibition; TR-FRET, MBD2 binding to methylated oligonucleotide; hit rate 0.31% among 370,000; AID 686964; inhibition, % at 4.4 µM; in the data active = inhibition above about 13%
Target sequence (Q9UBB5 whole entry, looked up): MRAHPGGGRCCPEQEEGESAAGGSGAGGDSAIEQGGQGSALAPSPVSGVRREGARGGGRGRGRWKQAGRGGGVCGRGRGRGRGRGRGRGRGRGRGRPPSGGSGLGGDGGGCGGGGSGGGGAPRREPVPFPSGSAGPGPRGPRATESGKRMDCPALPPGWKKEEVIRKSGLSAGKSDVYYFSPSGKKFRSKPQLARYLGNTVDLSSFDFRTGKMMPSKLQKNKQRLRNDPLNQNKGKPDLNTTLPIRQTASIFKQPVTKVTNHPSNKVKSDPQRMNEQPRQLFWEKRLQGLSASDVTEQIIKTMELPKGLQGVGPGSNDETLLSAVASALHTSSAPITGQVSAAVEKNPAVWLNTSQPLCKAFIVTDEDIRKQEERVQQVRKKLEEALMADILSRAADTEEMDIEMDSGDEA
PG9 Ab binder: PG9 antibody binding by small molecule; TR-FRET gp120-PG9 antibody binding; inhibition, % at 6.7 µM; hit rate 0.43% among 360,000; AID 624416; in the data active = inhibition above about 8.5%
LEDGF integ inh: blocks HIV-1 LEDGF/p75-dependent DNA integration; TR-FRET IN-LEDGF/p75 DNA integration, Eu/Cy5; hit rate 0.64% among 370,000; inhibition, % at 3.7 µM; AID 743269;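 active = inhibition above the screen-wide mean plus 3 SD, cut at about 13% in these data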;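 also: signal is the Cy5 over europium emission ratio at 671 and 618 nm; 0% = plate median of compound wells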
rCAG RNA binder: molecules binding r(CAG) RNA repeats | inhibition, % at 3 µM | r(CAG) RNA repeat, TO-PRO-1 dye displacement fluorescence | hit rate 1.3% among 370,000;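 active = inhibition above the plate cutoff, the mean of all test compounds on that plate plus 3 SD, cut at about 35% in these data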;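 also: 0% = DMSO alone and 100% = 100 µM mitoxantrone as full dye displacement; higher means more dye released from RNA so lower well fluorescence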
Rev-erbA mod: modulates human Rev-erb alpha binding to DNA | hit rate 0.79% among 370,000 | Rev-erbα–FITC-DNA binding, fluorescence polarization, 90 min | activity, % at 10 µM | P20393 | AID 1259318;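 active = activity above about 14%, limit read from the data; passing the limit was not always enough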;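 also: 0% = DMSO wells with 35 nM protein and 100% = DMSO wells with 750 nM protein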
HTRA1 inhibitor: HTRA1 (human) protease inhibition; recombinant HTRA1, FP-rhodamine activity-based probe, fluorescence polarization; hit rate 0.5% among 340,000; inhibition, % at 5.96 µM; in the data active = inhibition above about 36%;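 also: 0% = enzyme with DMSO and 100% = wells lacking enzyme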
UHRF1 MBD2 ctr: human UHRF1 methylated DNA binding inhibitors. Q96T88. UHRF1 binding to methylated oligo, TR-FRET. inhibition, % at 4.4 µM. hit rate 0.75% among 370,000. AID 687016; in the data active = inhibition above about 21%;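 also: UHRF1 SRA domain binding a hemimethylated CpG hairpin DNA probe; 0% = median of test compound wells and 100% = reference inhibitor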
ABHD4 inh: inhibitors of mouse ABHD4. purified mABHD4, FP-Rh probe fluorescence polarization. hit rate 0.54% among 370,000. Q8VD66. inhibition, % at 8.92 µM;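 active = inhibition exceeding the mean over every tested compound plus 3 SD, cut at about 30% in these data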;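 also: 0% = plate median of compound wells and 100% = S159A mutant with DMSO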
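Test system: mABHD4 protein | Buffer or medium: HEPES pH 7.0 buffer, 150 mM NaCl, 0.01% Pluronic F-127 | Probe or stimulus: FP-Rh fluorescent activity-based probe, added after compound pre-incubation | Timing: Pre-incubation 45 min, probe exposure 60 min, at 25 °C | Technique: Fluorescence polarization, excitation 525 nm, emission 598 nm, BODIPY TMR filters | Repeats: Single well per compound (singlicate)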
Starred values were filed as active, the others as inactive; / = no result given; & = joins results of further samples.

Start of the listing, in advance (seven entries):
SMILES	TCR CD3 inh	PRMT1 FP inh	MBD2 inh	PG9 Ab binder	LEDGF integ inh	rCAG RNA binder	Rev-erbA mod	HTRA1 inhibitor	UHRF1 MBD2 ctr	ABHD4 inh
COc1cc2c(cc1OC)C(c1cccs1)NCC2 (configuration not stated)	-4.0	1.4	9.5	1.3	-2.5	5.2	2.2	1.0	4.5	-8.0
O=C(OCc1ccccn1)C1CCN(C(=O)c2ccc(Cl)cc2)CC1	2.7	-2.8	0.5	-0.3	1.9	-8.1	-0.4	2.5	0.1	-3.0
CN(c1ccccc1C(=O)Nc1ccc2c(c1)n(C)c(=O)n2C)S(C)(=O)=O	0.0	1.8	-6.7	-2.3	0.2	0.2	-5.1	1.8	-1.7	-1.9
Fc1cccc(Cc2c(-c3ccc(Cl)cc3)nc3ccc(Br)cn23)c1	-5.2	6.6	0.5	3.0	4.0	49.0*	2.2	/	3.2	-64.4
Cc1cc(-c2n[nH]c(=S)n2/N=C/c2ccco2)n[nH]1	-2.8	3.0	-1.7	-1.6	-4.1	1.1	-8.2	4.6	14.9	5.0
Cc1ccc(C(=O)NNc2c3ccccc3nc3ccccc23)cc1	-1.9	3.1	-3.5	-5.2	-4.0	30.3	-4.0	23.6	-5.7	16.9
O=C(Cn1ncc(N2CCOCC2)c(Cl)c1=O)c1ccc(Cl)cc1	-1.8	0.1	-0.8	0.6	-3.0	0.4	/	1.6	1.2	5.8

The whole of this part, previewed entries included:
SMILES	TCR CD3 inh	PRMT1 FP inh	MBD2 inh	PG9 Ab binder	LEDGF integ inh	rCAG RNA binder	Rev-erbA mod	HTRA1 inhibitor	UHRF1 MBD2 ctr	ABHD4 inh
COc1cc2c(cc1OC)C(c1cccs1)NCC2 (configuration not stated)	-4.0	1.4	9.5	1.3	-2.5	5.2	2.2	1.0	4.5	-8.0
O=C(OCc1ccccn1)C1CCN(C(=O)c2ccc(Cl)cc2)CC1	2.7	-2.8	0.5	-0.3	1.9	-8.1	-0.4	2.5	0.1	-3.0
CN(c1ccccc1C(=O)Nc1ccc2c(c1)n(C)c(=O)n2C)S(C)(=O)=O	0.0	1.8	-6.7	-2.3	0.2	0.2	-5.1	1.8	-1.7	-1.9
Fc1cccc(Cc2c(-c3ccc(Cl)cc3)nc3ccc(Br)cn23)c1	-5.2	6.6	0.5	3.0	4.0	49.0*	2.2	/	3.2	-64.4
Cc1cc(-c2n[nH]c(=S)n2/N=C/c2ccco2)n[nH]1	-2.8	3.0	-1.7	-1.6	-4.1	1.1	-8.2	4.6	14.9	5.0
Cc1ccc(C(=O)NNc2c3ccccc3nc3ccccc23)cc1	-1.9	3.1	-3.5	-5.2	-4.0	30.3	-4.0	23.6	-5.7	16.9
O=C(Cn1ncc(N2CCOCC2)c(Cl)c1=O)c1ccc(Cl)cc1	-1.8	0.1	-0.8	0.6	-3.0	0.4	/	1.6	1.2	5.8
CCN(CC)S(=O)(=O)c1cccc(NC(=O)COC(=O)c2cc(C)oc2C)c1	-9.8	0.3	6.2	1.8	-2.0	2.8	-2.4	-12.3	1.5	-8.9
COc1ccc(/C=C(\C#N)C(=O)NCCc2ccccc2)cc1OCc1ccccc1	6.6	1.1	-2.3	-1.5	0.7	-0.9	-1.2	-2.8	-1.6	-5.7
CCOC(=O)CNC(=O)N(C)[C@H]1C[C@H]2c3[nH]c4c(-c5ccc6c(c5)OCO6)cccc4c3CCN2C(=O)[C@H]1[C@H](C)O	-3.4	4.6	2.8	-0.9	-3.5	9.3	0.1	/	0.2	-0.2
O=C(CN1C(=O)c2ccccc2S1(=O)=O)Nc1cc(S(=O)(=O)N2CCCCC2)ccc1Cl	-5.9	-2.9	-3.3	-5.6	6.5	6.6	2.4	-1.7	2.4	-9.0
CCOP(=O)(Nc1cccc2oc(=O)c3ccccc3c12)OCC	-1.1	2.8	0.8	3.1	-4.1	2.5	-4.5	-15.8	0.0	-5.5
Cc1ccc(C(=O)NCCSC(C)(C)C)cc1	-0.9	-1.7	-0.4	-0.4	0.8	-3.5	2.6	4.7	-0.2	-4.6
COc1ccccc1N1CCN(c2nc(C)cc(=O)[nH]2)CC1	3.4	0.0	1.3	-2.2	-0.1	-1.3	0.4	5.8	0.6	1.5
CCC(Sc1nc2ccccc2c(=O)n1CC1CCCO1)C(=O)NCc1cccnc1 (configuration not stated)	-7.0	1.4	-0.2	-0.6	0.9	-5.5	1.7	-1.5	4.1	0.7
COCCN(C(=O)CSc1nnc(Nc2ccccc2F)s1)c1c(N)n(Cc2ccccc2)c(=O)[nH]c1=O	4.8	-2.6	-4.9	-1.4	-3.6	-0.8	-4.9	2.9	1.4	2.9
COc1cccc(C(C(=O)NC(C)(C)C)N(C(=O)CCC(=O)Nc2cc(C)on2)C(C)(C)C)c1OC (configuration not stated)	-4.5	-0.8	0.2	-0.8	1.3	-4.8	2.1	6.1	-0.6	9.1
O=C(CSc1n[nH]c(-c2ccccc2)n1)Nc1ccc(F)cc1F	-0.1	-1.6	2.8	2.4	-1.8	1.1	1.4	-5.0	-1.2	3.4
COC(=O)CCSc1cc([N+](=O)[O-])cc2c1c(C1OCCO1)nn2-c1ccccc1	5.2	-2.5	-0.6	0.5	1.5	3.2	6.3	-3.9	0.7	1.4
O=C1c2ccccc2CN2C(=O)c3ccccc3CN12	-4.3	-2.2	1.9	-2.1	3.7	-3.4	-2.5	0.2	3.0	0.9
COc1ccccc1OCC(=O)NC1CCCCCC1	3.8	1.7	0.2	-0.4	-2.8	-5.6	4.7	-11.3	-3.0	1.6
CN1CCN(S(=O)(=O)CC2(C)C3CCC2(C)C(=O)C3Br)CC1 (configuration not stated)	3.7	-0.4	1.4	-1.5	-0.2	0.4	0.8	-3.4	14.4	1.1
CCOc1ccc(NC(=O)CN(C)C(=O)c2ccc(N3CCCC3)c([N+](=O)[O-])c2)cc1OCC	5.9	-3.3	-8.6	-3.0	5.9	-0.8	7.4	-4.4	-8.0	1.8
CC1(C)Cc2c(c(N3CCCC3)nc3sc4c(N5CCN(CCO)CC5)ncnc4c23)CO1	5.9	-0.4	4.6	-2.1	-1.4	3.1	-1.7	-12.0	0.6	-8.6
NC(=O)CSC1=N/C(=C\c2ccco2)C(=O)N1c1ccc(OC(F)F)cc1	-1.0	20.8	-1.1	-2.1	2.8	2.1	-9.0	2.2	9.5	-2.3
Other compounds follow:
SMILES	TCR CD3 inh	PRMT1 FP inh	MBD2 inh	PG9 Ab binder	LEDGF integ inh	rCAG RNA binder	Rev-erbA mod	HTRA1 inhibitor	UHRF1 MBD2 ctr	ABHD4 inh
COc1ccc(-n2nc(C(=O)NCC(=O)Nc3ccccn3)c3ccccc3c2=O)cc1	2.7	-0.7	3.9	1.1	1.1	-2.1	42.2*	4.9	-1.6	0.8
Cc1cc(NC(=O)CSc2nc3ccccc3c(=O)n2C2CCCC2)no1	-3.5	2.3	-2.9	-1.3	0.9	-1.9	-2.5	-45.7	5.2	-0.1
Cc1ccc(C(=O)NCC(=O)N/N=C/c2cccs2)cc1C	1.6	-0.5	0.0	-0.7	-7.5	-1.1	7.1	-2.8	0.5	1.0
CN(C)C=NC(=O)/C(C#N)=C/c1ccccc1	2.6	3.2	-1.0	-2.6	-5.9	0.9	-10.7	8.9	3.1	3.7
CCN(C(=O)Cc1ccc(Br)cc1)C1CCCCC1	-4.8	0.2	-1.0	1.2	-2.0	-8.0	0.6	-0.2	2.8	0.2
COC(=O)c1c(C)[nH]c(/C=N/Nc2ccccc2)c1C	-7.3	-10.1	-1.0	-2.7	3.4	1.9	3.1	12.5	-2.5	0.8
Cc1ccc(-c2cnc3c(Nc4cccc(OC(F)(F)C(F)F)c4)nccn23)cc1	4.2	-2.7	4.4	-0.1	-1.5	2.8	0.1	/	-0.5	9.3
CCOC(=O)C1=CCN(S(=O)(=O)c2ccc(C)cc2)C1c1cccc(Cl)c1 (configuration not stated)	-6.8	2.1	-3.5	1.9	-3.0	3.9	3.6	/	-0.2	-8.2
CN(C)c1nc(N)nc(CSc2nnnn2-c2cccc3ccccc23)n1	0.3	2.9	-8.2	3.8	3.7	0.2	-0.3	-2.0	1.6	2.9
CC(=O)c1nnn(-c2c(F)cccc2F)c1C	-6.2	6.1	1.4	-1.1	-2.8	-0.5	-0.4	1.8	5.9	-2.0
CNc1nc(Nc2ccc([N+](=O)[O-])cc2)nc(OCC(F)(F)F)n1	2.3	-3.8	-1.1	-2.8	0.6	2.0	-2.1	-0.3	0.8	-0.2
O=C(CN(Cc1ccc(F)cc1)S(=O)(=O)c1ccccc1)N1CCCCC1	2.7	-2.4	-2.7	0.0	-3.6	-1.9	-1.1	-5.1	-2.1	-6.0
COC(=O)c1ccc(S(=O)(=O)N(Cc2ccccc2)Cc2ccccc2)n1C	-2.4	-1.8	-5.2	-1.9	-1.2	-3.9	-2.1	-16.2	61.5*	2.5
O=C(CNC(=O)c1cccs1)NCC(=O)OCC(=O)c1ccccc1	-8.1	4.6	1.4	1.2	-3.5	-0.5	-1.0	0.7	4.8	5.4
Cc1ccc(C(=O)NC(C)(COc2nonc2C)COc2nonc2C)cc1	-1.4	-3.5	3.4	-0.5	0.5	-2.9	-4.6	-6.6	0.5	4.1
C=CCNC(=S)N1CCC(C(N)=O)CC1	-0.8	-2.4	0.6	-1.4	-0.1	1.5	0.5	0.7	10.3	5.3
Cn1c(CCNC(=O)c2ccccc2Cl)n[nH]c1=S	7.6	-1.8	0.8	-0.5	-2.9	2.2	-2.6	-1.0	-0.1	-8.0
Cc1ccc(C(O)CN2C3=NCCCN3c3ccccc32)cc1 (configuration not stated)	0.2	-2.2	1.5	0.8	-1.9	-1.0	7.1	2.7	4.5	-0.7
COC(=O)[C@@]12C[C@@H](CC(=O)N3CCN(C(=O)C4CC4)CC3)C(=O)N(Cc3ccc4c(c3)OCO4)C1=CCC(C)(C)C2	0.5	7.0	-0.2	0.7	-5.3	2.5	-5.7	/	2.9	6.7
Oc1ccc(CNc2ccccc2F)c2cccnc12	-0.9&-2.7	4.8&3.1	0.0&2.6	1.1&1.3	-7.0&-10.4	2.1&-0.8	-3.1&-0.7	10.0	-5.2&1.4	-1.9&4.0
COc1ccc(-n2c3c(cc(C(=O)NC4CCSC4=O)c2=O)C(=O)CC(C)(C)C3)cc1 (configuration not stated)	4.9	5.2	1.1	0.6	2.2	-6.6	-0.4	-6.0	1.2	-2.7
COc1cccc(NC(=S)N2CCCC2)c1	7.5	-0.5	2.1	-2.4	2.2	-2.7	-2.8	7.4	-0.8	-0.3
CCOC(=O)c1c(C)[nH]c(C(=O)Cn2nnc(-c3ccc(Cl)cc3)n2)c1C	-0.3	-7.2	0.4	-0.3	-2.5	-1.4	0.6	-16.9	0.5	-5.9
COc1cc(NC2c3ncccc3C(=O)N2Cc2ccco2)cc(OC)c1OC (configuration not stated)	-3.4	2.0	1.1	1.4	-0.3	3.8	3.9	-1.1	1.1	3.6
COc1ccc(N2C(=O)CCC(C(=O)N(C)CCc3ccccn3)C2c2ccc(OC)c(OC)c2)cc1 (configuration not stated)	0.1	-2.4	-0.1	0.5	-1.8	-3.6	-4.3	7.0	-2.7	1.0
COC(=O)c1ccc(C(=O)OC)c(NC(=O)CCc2ccc(C)o2)c1	3.0	-0.5	1.1	0.2	-0.4	-1.5	-2.2	-14.9	9.0	-3.6
O=S(=O)(CCN1CCN(C(c2ccccc2)c2ccccc2)CC1)C(F)(F)F	-4.5	0.3	5.2	-1.4	1.8	-6.1	8.5	-6.0	4.6	-4.3

The list is partial (hit frequency here may not be typical).
